hcDAF-12 act = activators of H. contortus DAF-12 nuclear receptor. AID 652067. hit rate 1.4% among 370,000. activation, % at 6.8 µM. HEK293 hcDAF-12 lit1-tk-luc reporter, luminescence; 0% DMSO, 100% Δ7-dafachronic acid;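 active = activation above the mean of all tested compounds plus 3 SD, cut at about 5.5% in these data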;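 also: 100% = response to 3 µM Δ7-dafachronic acid high control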
GAA850 FXN act = activators of GAA850 frataxin (FXN) promoter; AID 540364; hit rate 0.56% among 360,000; activation, % at 6 µM; HEK293 lucGAA850 FXN promoter luciferase reporter, 24 h; percent of 10 µM SAHA response;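 active = activation above the average of all compounds screened plus 3 SD, cutoff fixed separately per campaign, cut at about 7.5% in these data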;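 also: 0% = DMSO wells and 100% = 10 µM SAHA wells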
KLK7 zymogen act = activators of human kallikrein-7 zymogen. purified proKLK7, EDANS-DABCYL substrate fluorescence; 100% is mature enzyme control, 0% vehicle. P49862. activation, % at 7 µM. hit rate 0.9% among 370,000;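 active = activation above the mean of all tested compounds plus 3 SD, computed per campaign excluding outliers beyond control limits, cut at about 13% in these data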
Target sequence (P49862 whole entry, looked up): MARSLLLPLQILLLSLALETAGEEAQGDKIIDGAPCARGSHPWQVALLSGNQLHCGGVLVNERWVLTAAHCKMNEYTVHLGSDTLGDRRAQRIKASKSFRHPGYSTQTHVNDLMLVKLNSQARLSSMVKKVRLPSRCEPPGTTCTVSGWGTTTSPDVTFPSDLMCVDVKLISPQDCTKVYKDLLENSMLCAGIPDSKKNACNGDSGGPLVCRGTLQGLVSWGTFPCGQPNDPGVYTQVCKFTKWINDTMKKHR
SMARCA2 activ = increases SMARCA2 function in MMTV reporter cells; MG213 cells, MMTV-luciferase reporter, dexamethasone, overnight; activation, % at 9.1 µM; hit rate 1% among 370,000; in the data active = activation above about 7.8%;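 also: 0% = vehicle wells and 100% = reference activator wells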
ssDAF12 agonist = activates DAF-12 receptor from parasite S. stercoralis; activation, % at 6.8 µM; hit rate 1% among 370,000; HEK293 ssDAF-12/GRIP1 lit1-tk-luc reporter, luminescence; % of 3 µM dafachronic acid response; AID 652126;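 active = activation above the mean over all tested compounds plus 3 SD, cut at about 0.9% in these data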;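 also: 0% = DMSO-only wells and 100% = 3 µM delta7-dafachronic acid wells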
DAX1 inh-1 = inhibits human nuclear receptor DAX1; hit rate 0.99% among 340,000; inhibition, % at 6.75 µM; HEK293 Gal4-DAX1 luciferase reporter, luminescence; AID 504766;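 active = inhibition above the mean over all tested compounds plus 3 SD, cut at about 4.2% in these data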;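 also: 0% = DAX1-transfected cells with DMSO and 100% = empty-vector control cells with DMSO; inhibition shows as a rise in luminescence from relieved DAX1 repression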
Target sequence (P51843 207-470 limits assumed): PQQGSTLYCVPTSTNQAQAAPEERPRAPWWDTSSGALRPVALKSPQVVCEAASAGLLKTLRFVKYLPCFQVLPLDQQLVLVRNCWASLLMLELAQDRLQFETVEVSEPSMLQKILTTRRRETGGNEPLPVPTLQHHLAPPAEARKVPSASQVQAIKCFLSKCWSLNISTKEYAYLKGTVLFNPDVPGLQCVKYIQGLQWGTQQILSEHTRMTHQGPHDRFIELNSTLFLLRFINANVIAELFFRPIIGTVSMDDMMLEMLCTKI
sPLA2-III inh = Blocks human group III sPLA2 activity; Q9NZ20; QFRET BODIPY PC-A2 liposome hydrolysis, fluorescence; inhibition, % at 12.2 µM; hit rate 0.56% among 370,000; AID 743126;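 active = inhibition above mean plus 3 SD of compounds lying within the high and low control bounds, cut at about 19% in these data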;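 also: 0% = median of test compound wells and 100% = no enzyme DMSO wells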
Target sequence (Q9NZ20 whole entry, looked up): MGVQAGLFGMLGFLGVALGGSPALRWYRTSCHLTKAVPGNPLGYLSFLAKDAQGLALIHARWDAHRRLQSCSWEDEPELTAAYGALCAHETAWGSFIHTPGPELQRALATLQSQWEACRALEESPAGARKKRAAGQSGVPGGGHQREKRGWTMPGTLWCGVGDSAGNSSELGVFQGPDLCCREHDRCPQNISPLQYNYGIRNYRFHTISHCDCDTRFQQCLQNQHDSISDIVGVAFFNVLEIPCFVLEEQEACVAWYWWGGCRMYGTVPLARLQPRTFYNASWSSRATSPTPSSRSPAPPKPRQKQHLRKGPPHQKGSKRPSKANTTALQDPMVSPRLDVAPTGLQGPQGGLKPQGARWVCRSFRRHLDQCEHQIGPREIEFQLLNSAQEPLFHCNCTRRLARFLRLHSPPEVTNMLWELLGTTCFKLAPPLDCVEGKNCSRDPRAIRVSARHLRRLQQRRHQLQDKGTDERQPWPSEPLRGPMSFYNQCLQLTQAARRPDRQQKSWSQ
DAX1 inh-2 = inhibitors of DAX1 repression of SF-1 activated StAR promoter; hit rate 1.1% among 370,000; HEK293T StAR-luciferase reporter, SF-1/DAX-1 repression relief; AID 652010; inhibition, % at 6.8 µM;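 active = inhibition above the mean over all tested compounds plus 3 SD, cut at about 3.6% in these data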;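 also: 0% = DAX-1 cells with DMSO and 100% = cells lacking DAX-1 with DMSO; higher inhibition means more luminescence from relief of DAX-1 repression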
GC-A act = GC-A (human) enzyme activation. P16066. HEK293 GC-A cells, cGMP TR-FRET, EC30 ANP; 0% at EC30 ANP, 100% saturating ANP. activation, % at 10 µM. hit rate 0.14% among 370,000. AID 1671463; in the data active = activation above about 40%
hgDAF12 agonist = agonists of H. glycines DAF-12 nuclear receptor. HEK293 GAL4-hgDAF12 UAS-luciferase reporter, agonist luminescence; normalized to butyrate control. activation, % at 6.8 µM. hit rate 1.8% among 370,000. AID 687014;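 active = activation above a cutoff set at the mean of all screened compounds plus 3 SD, cut at about 10% in these data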;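 also: 0% = DMSO wells and 100% = sodium butyrate wells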
NPR2 activator = GC-B (human) receptor activation; activation, % at 10 µM; P20594; hit rate 0.11% among 370,000; HEK293-GC-B cells, CNP EC30, cGMP TR-FRET; 0% at EC30 CNP, 100% saturating CNP; AID 1920062;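 active = activation at 10 µM reaching about 35% in either raw or pattern-adjusted values, limit read from the data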
The depositor's hits bear a star; · = not tested or not shown. Not a hit list, and some 6.7% of all compounds hit somewhere here.

mol	hcDAF-12 act	GAA850 FXN act	KLK7 zymogen act	SMARCA2 activ	ssDAF12 agonist	DAX1 inh-1	sPLA2-III inh	DAX1 inh-2	GC-A act	hgDAF12 agonist	NPR2 activator
O=C(N/N=C/c1cccc([N+](=O)[O-])c1)C1CC1c1ccccc1 (stereo unspecified)	-2.6	6.4	-0.8	9.1*	-1.5	-2.2	-3	-1.1	7	-1.5	5
OCC1(CCc2ccccc2)CCCN(CCCC(F)(F)F)C1 (stereo unspecified)	1.3	3.0	0.2	-2	-1.8	0.9	6	1.2	-4	-0.4	-3
Cc1ccc(-n2c(C)cc(=O)cc2C)c(C)c1	-1.9	-0.2	-0.2	0	-0.9	0.4	-1	0.0	4	-0.1	-1
COc1ccc(C2CC(c3cccc(OC)c3)n3nc(N)nc3N2)cc1 (stereo unspecified)	-3.1	2.3	-0.9	0	-0.8	0.2	7	0.3	2	0.1	1
FC(F)(F)c1ccccc1-n1c(CN2CCCCC2)n[nH]c1=S	1.2	-0.3	-0.5	-3	-0.7	2.0	12	-0.5	2	-3.1	-1
CCCN1C(=O)N(c2cccc(C)c2)C(C)(O)CC1(C)C (stereo unspecified)	-0.7	0.0	0.1	-3	-1.9	·	-1	0.2	-6	-1.1	-3
COc1ccc(S(=O)(=O)N(CC(=O)NCc2cccnc2)c2ccc(C)cc2)cc1OC	0.5	-1.8	0.1	-2	-0.8	1.3	0	-0.2	-9	-0.6	-5
CCN(CC)C(=O)CC(c1ccccc1)c1ccco1 (stereo unspecified)	-1.3	3.4	0.4	-1	-1.8	-0.2	-3	-0.9	-6	3.7	5
COc1ccc(NC(=O)CC(c2ccccc2)c2ccco2)cc1 (stereo unspecified)	-0.1	0.4	-0.2	-4	-1.5	-0.9	-7	-0.9	-1	-0.9	-1
C/C(=N/NC(=O)CNC(=O)c1cccnc1)c1ccc([N+](=O)[O-])cc1	3.5	-1.6	-0.5	-3	-1.2	-0.8	1	-0.6	3	1.4	-6
COc1ccc(/C=N/NC(=O)c2ccc(Br)cc2)cc1Cn1cc(Cl)cn1	-1.6	0.8	0.3	1	-1.2	0.3	-4	-0.2	-3	2.9	-2
C#CCn1cc(/C=N/NC(=O)COc2cccc3cccnc23)c2ccccc21	-0.3	2.9	0.1	-1	-1.6	-1.5	2	-0.1	3	-0.7	-2
COc1ccccc1N1CCN(C(=O)C2CCN(S(=O)(=O)c3ccc4c(c3)CC(C)N4C(C)=O)CC2)CC1 (stereo unspecified)	-1.9	-2.3	-0.1	-1	-1.2	-0.4	-9	-0.7	-3	-1.8	3
COc1ccc(NC(=O)CSc2nc(C)cs2)c(OC)c1	-2.1	0.9	-0.5	-2	-1.0	0.7	-1	-0.4	-3	-1.0	-3
CCNC(=O)CN(c1ccc(F)cc1)S(=O)(=O)c1ccc2c(c1)OCCO2	-0.6	0.2	1.1	0	0.2	0.1	0	0.1	0	1.5	-1
CN(c1cccc(NC(=O)c2ccccc2N(C)S(C)(=O)=O)c1)S(C)(=O)=O	-2.0	1.6	-0.5	4	-0.9	-0.8	3	-0.4	0	0.0	0
COc1ccc(C(=O)Nc2ccc(C(=O)N3CCCC3)cc2)cc1[N+](=O)[O-]	-0.1	-1.2	-0.4	0	-1.3	0.4	-7	-4.9	0	1.0	1
Fc1ccc(N=Cc2ccc[nH]2)cc1	0.3	0.6	0.1	4	-1.1	2.0	6	0.0	1	2.9	1
CC(C)(C)c1ccc(C2=CC(c3ccccc3F)n3ncnc3N2)cc1 (stereo unspecified)	-0.1	3.0	2.9	5	-1.3	0.3	4	-0.1	1	2.2	-4
O=C(O)C(NC(=O)C1CCCN1C(=O)OCc1ccccc1)c1ccccc1 (stereo unspecified)	-0.5	0.3	-0.2	-1	-1.0	0.5	5	-0.1	3	-0.9	4
Cc1cccc(/C=N\NC(=O)c2ccc(Cl)cc2)c1O	1.1	-4.8	-11	0	0.8	-1.5	37*	-0.1	-1	3.5	1
O=C(CN1CCSC1=NCc1ccccc1)c1ccc(Cl)c(Cl)c1	1.2	2.7	0.7	3	-0.3	-0.7	-38	-0.3	-7	0.6	-5
Cn1c(=O)c2c(nc(NC3CCCCC3)n2CC(=O)C23CC4CC(CC(C4)C2)C3)n(C)c1=O	-1.5	6.3	-0.2	-2	-0.9	-0.5	3	-0.2	3	1.4	2
Cc1ccc(NC(=O)C(OC(=O)c2ccc(F)cc2)c2ccccc2)cc1Cl (stereo unspecified)	-1.3	0.4	-0.8	-1	-1.5	-0.3	-6	0.9	4	3.8	-4
Cc1cc(=O)n2nc(N3CCC(C(=O)Nc4c(F)c(F)c(F)c(F)c4F)CC3)sc2n1	1.7	3.3	0.1	-3	-0.7	0.9	1	0.6	1	0.7	5
CC(C)NC(=O)C1(C)Cc2c(-c3ccc(N(C)C)cc3)ccnc2O1 (stereo unspecified)	-1.0	-0.8	1.1	-3	-2.0	·	13	-2.4	-1	-1.7	4
COc1ccc(C(=O)N2CCC(C(N)=O)CC2)cc1S(=O)(=O)N1CCCC1	0.1	-1.6	0.3	0	-1.2	0.6	6	2.7	0	-0.7	0
COc1ccc(C2C3=C(CC(C)(C)CC3=O)N(CCN3CCOCC3)C3=C2C(=O)CC(C)(C)C3)cc1	-1.7	-0.1	13*	-5	-1.2	1.0	9	-1.2	-5	-1.1	-2
Nc1nc2c(ncn2[C@@H]2O[C@H](C(=O)N[C@H](Cc3ccccc3)C(=O)NC3CCCCC3)[C@@H](O)[C@H]2O)c(=O)[nH]1	-1.2	·	0.7	1	-1.2	·	7	0.3	2	0.2	1
O=C(/C=C/c1ccc(Cl)cc1)NC1CC2CCC1C2 (stereo unspecified)	-1.1	1.7	0.2	0	-1.0	-0.1	3	0.8	7	11*	7

Entries above that bear a hit mark in KLK7 zymogen act:
Molecule	hcDAF-12 act	KLK7 zymogen act	SMARCA2 activ	ssDAF12 agonist	DAX1 inh-1	sPLA2-III inh	DAX1 inh-2	GC-A act	NPR2 activator
COc1ccc(C2C3=C(CC(C)(C)CC3=O)N(CCN3CCOCC3)C3=C2C(=O)CC(C)(C)C3)cc1	-1.7	13*	-5	-1.2	1.0	9	-1.2	-5	-2

Returning to the listing, repeating the 2 entries before the break.
mol	hcDAF-12 act	GAA850 FXN act	KLK7 zymogen act	SMARCA2 activ	ssDAF12 agonist	DAX1 inh-1	sPLA2-III inh	DAX1 inh-2	GC-A act	hgDAF12 agonist	NPR2 activator
Nc1nc2c(ncn2[C@@H]2O[C@H](C(=O)N[C@H](Cc3ccccc3)C(=O)NC3CCCCC3)[C@@H](O)[C@H]2O)c(=O)[nH]1	-1.2	·	0.7	1	-1.2	·	7	0.3	2	0.2	1
O=C(/C=C/c1ccc(Cl)cc1)NC1CC2CCC1C2 (stereo unspecified)	-1.1	1.7	0.2	0	-1.0	-0.1	3	0.8	7	11*	7
CCCCNC(=O)CNC(=O)c1nn(-c2ccc(OC)c(Cl)c2)c(=O)c2ccccc12	-1.9	1.7	0.7	1	-1.2	0.3	-8	-0.3	3	2.0	-4
CC(Oc1ccccc1)C(=O)Nc1cccc(-c2nc3ccccc3[nH]2)c1 (stereo unspecified)	-1.6	-1.3	0.2	1	-1.8	-0.5	-31	-1.6	11	-3.1	12
O=C(NC1CS(=O)(=O)CC1NCc1ccccc1)c1ccccc1 (stereo unspecified)	-0.2	-1.2	0.4	-1	0.0	1.1	6	0.3	-2	-0.5	0
CC(C)c1ccccc1NC(=S)NCc1ccncc1	-0.8	-0.8	-0.1	4	-0.9	-0.5	9	-0.3	-1	-1.1	3
CC(C)[C@H](NS(=O)(=O)c1ccccc1)C(=O)OCC(=O)Nc1ccc2c(c1)OCO2	-1.2	1.2	0.5	1	-1.5	-1.1	-7	-0.1	4	1.9	3
CN(Cc1ccccc1)C(=O)c1cc2ccccc2o1	2.1	1.6	-1.1	1	-0.8	-0.2	0	0.1	4	5.0	3
CCC(=O)N1c2ccc(S(=O)(=O)N3CCN(c4ccc([N+](=O)[O-])cc4)CC3)cc2CC1C (stereo unspecified)	-1.3	-0.7	0.2	-3	-1.1	-1.8	6	-2.8	1	-0.7	4
CCN(CC)CCN1C(=O)C(O)=C(C(C)=O)C1c1ccccc1[N+](=O)[O-] (stereo unspecified)	6.3*	0.4	-0.7	0	1.4*	1.3	10	-0.3	3	1.5	-4
O=C(COC(=O)/C=C/c1cccs1)Nc1ccc(Cl)cc1F	-2.0	-1.6	-0.3	-3	-1.2	-0.8	9	-1.0	3	2.3	2
Cc1ccc(C)c(SCC(=O)NC(=O)NCc2ccccc2)c1	2.6	0.0	0.5	-3	-1.6	-0.2	13	0.3	1	0.8	-1
Cc1c(C(=O)NN)nc2ccccn12	-0.9	0.0	-0.4	2	-0.4	0.6	1	0.0	2	2.6	3
Cc1ccc(C2(O)C(=O)c3ccccc3C2=O)c(O)c1C	-0.1	2.9	0.5	-4	-1.5	-0.7	3	0.7	-6	-0.4	-6
COc1ccc(CN2CCC(=O)N([C@H](CO)Cc3ccccc3)CC2)cc1OC	0.1	-0.7	-0.3	2	-1.2	-0.6	5	1.1	0	-2.0	-1
Cc1ccc(-n2ncc3c2CC(C)(C)CC3NC(=O)c2ccccn2)cc1 (stereo unspecified)	-1.4	-1.1	-0.1	-4	-1.2	0.3	-6	-0.5	4	-3.0	-6
Cc1c(CCC(=O)O)c(=O)oc2cc(O)ccc12	1.4	-0.7	40*	-1	-1.6	0.2	8	0.5	6	0.2	-3
CCc1c(C)nc(SCC(=O)N2CCCCC2C)[nH]c1=O (stereo unspecified)	-0.2	0.9	0.3	0	-1.5	-0.2	1	1.1	1	-0.4	-1
COc1ccc(F)cc1-c1cc(NC(C)=O)c2ncc(-c3cc(OC)c(OC)c(OC)c3)n2c1	-2.5	-2.6	0.7	-4	-1.6	·	-4	-2.0	5	2.4	14
O=C(NCCN1CCN(S(=O)(=O)c2ccc([N+](=O)[O-])cc2)CC1)C(=O)Nc1ccccc1	3.9	0.4	-0.5	0	-0.8	0.4	-3	1.1	-4	-4.8	-4
O=C(NCC1CC1)c1ccc(-n2ccnc2)c2ccoc12	-2.4	-1.0	-0.1	-4	-1.0	·	8	-0.8	-4	0.6	4
O=C(CC1Nc2ccccc2NC1=O)NC1CCCCC1 (stereo unspecified)	-0.7	-0.9	0.2	-3	-1.2	-0.1	7	-1.0	4	-3.2	-6
c1cnc(SCCCOc2ccc3ccccc3c2)nc1	1.2	1.0	-0.3	0	-0.8	0.3	1	0.2	6	1.5	3

Some of these compounds in order of the sPLA2-III inh value, lowest first.
molecule	sPLA2-III inh
CCC(=O)N1c2ccc(S(=O)(=O)N3CCN(c4ccc([N+](=O)[O-])cc4)CC3)cc2CC1C (stereo unspecified)	6
Cc1c(CCC(=O)O)c(=O)oc2cc(O)ccc12	8
CC(C)c1ccccc1NC(=S)NCc1ccncc1	9

Source: PubChem BioAssay (several laboratories)
